# Assay outcomes from PubChem BioAssay.
# Vif imaging: inhibitors of HIV Vif; HEK293T cells, Vif self-association by quenched fluorescence, imaging, 24 h; inhibition, % at 7.49 µM; 0.35% of 340,000 active; AID 602346; in the data active = inhibition above about 50%, passing the limit was not always enough; inconclusive = no clear call, values can overlap the other calls; inactive = below about 31%; also: some results filed as inactive read as strong as hits
# CF NFkB block: inhibitors of cystic fibrosis induced NF-kB; 0.86% of 360,000 active; inhibition, % at 5 µM; AID 588850; KKLEB NF-kB-GFP reporter, PAF-induced, GFP fluorescence overnight;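 active = at least 50% inhibition at 5 µM, scaled per plate between neutral and stimulator controls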;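 also: PAF is a Pseudomonas aeruginosa culture filtrate used as stimulus; plate controls were PAF-stimulated DMSO wells for no effect and unstimulated DMSO wells for full effect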
# TRPM1 prom inh: MITF TRPM1 promoter inhibition in SK-MEL-5 cells. 0.83% of 330,000 active. SK-MEL-5 TRPM1 promoter luciferase, 24 h. inhibition, % at 12.5 µM;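 active = mean inhibition across replicates of 60% or more, whatever share of single replicates reaches that level; inconclusive = some that reach 60%, reason not given; inactive = mean inhibition across replicates below 60%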; also: values of inactives mirror those of a sister screen read the other way
# NR2E3 ag-1: NR2E3 (human) agonism; Q9Y5X4; inhibition of corepressor binding, % at 4.78 µM; AID 2300; GST-NR2E3/biotin-RetCOR TR-FRET, 1536-well; 0.12% of 320,000 active;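 active = percent inhibition above the cutoff of mean plus 3 SD of all tested compounds, set per screening campaign, cut at about 20% in these data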;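 also: 0% = DMSO wells and 100% = biotin wells as full block of FRET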
# Target sequence (Q9Y5X4 whole entry, looked up): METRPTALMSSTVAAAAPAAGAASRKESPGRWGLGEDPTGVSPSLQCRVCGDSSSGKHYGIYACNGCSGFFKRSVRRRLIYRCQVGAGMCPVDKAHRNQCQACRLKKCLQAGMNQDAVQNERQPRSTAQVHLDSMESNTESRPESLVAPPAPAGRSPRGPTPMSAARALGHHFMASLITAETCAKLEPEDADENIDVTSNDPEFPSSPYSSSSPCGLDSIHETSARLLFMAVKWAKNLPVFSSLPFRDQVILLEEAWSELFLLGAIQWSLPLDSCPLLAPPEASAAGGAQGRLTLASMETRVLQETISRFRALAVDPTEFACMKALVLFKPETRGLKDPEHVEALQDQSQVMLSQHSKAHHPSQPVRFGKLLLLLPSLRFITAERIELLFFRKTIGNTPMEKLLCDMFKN
#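 Format: 1536-well format; test system: GST-NR2E3 and biotin-RetCOR proteins; read-out basis: percent inhibition of TR-FRET ratio; timing: 5 h incubation at 4 °C; detection: time-resolved FRET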
# NR2E3 ag-2: agonists of human NR2E3 nuclear receptor; inhibition of corepressor binding, % at 3.98 µM; Q9Y5X4; 0.35% of 360,000 active; AID 602229; CHO-S Gal4-NCOR/VP16-NR2E3 two-hybrid, luciferase;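 active = inhibition above the mean of all tested compounds plus 3 SD, cut at about 70% in these data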;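 also: 0% = DMSO with NR2E3 transfected cells and 100% = cells lacking NR2E3 construct; higher means lower luciferase signal from less NR2E3 corepressor binding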
# Peg3 promoter: Peg3 promoter activity inhibition | HeLa PEG-Prom luciferase reporter, luminescence, overnight | inhibition, % at 20 µM | 1.7% of 360,000 active | AID 588405;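 active = inhibition of at least 50% at 20 µM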
# KKLEB tox: reduces viability of KKLEB cystic fibrosis airway cells | KKLEB CF airway cells viability, ATPlite luminescence, overnight; hits give low values; cells stimulated with P. aeruginosa culture filtrate | activity change (cytotoxicity), % at 5 µM | 0.36% of 360,000 active;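 active = corrected activity change at or below -50% at 5 µM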
# HIF-2a block: HIF-2a inhibition; 786-0 RCC cells HIF-2a reporter, luciferase luminescence, overnight; inhibition, % at 18.8 µM; 0.72% of 360,000 active;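 active = inhibition of the luminescence signal of 40% or more relative to plate controls, in a single-dose primary screen at 18.75 µM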
# Shn3 3UTR inh: Schnurri-3 reporter inhibition in Clone20 osteoblasts; Clone20 osteoblast Shn3 3'UTR firefly luciferase, 24 h; inhibition, % at 12.5 µM; 0.52% of 360,000 active;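 active = mean inhibition of at least 75% with every replicate also reaching 75%; inconclusive = mean inhibition at least 75% but some replicate below; inactive = mean inhibition below 75%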;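 also: 0% = median of neutral control wells and 100% = pilot-screen positive control compound; some compounds past the cut are filed as inactive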
# CaV13 FRET inh: Primary screen for inhibitors of IQ motif and Ca2+-dependent inactivation inhibitor domain binding in CACNA1D, Förster resonance energy transfer in living cells, … | 0.098% of 340,000 active | HEK cells, CFP/YFP FRET ICDI-IQ, plate reader, 10 min; percent FRET-ratio fall versus neutral wells | AID 743397 | inhibition, % at 12.3 µM;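 active = mean replicate inhibition of at least 30% and at least 1% of replicates passing that level; inconclusive = only one of the two criteria is met; inactive = neither criterion is met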;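 also: 0% = median of the neutral control wells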
# PDI inh: PDI (human) enzyme inhibition | 0.052% of 350,000 active | P07237 | inhibition, % at 10 µM | PDI insulin aggregation turbidity, A650, 90 min;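 active = mean inhibition across replicates of 30% or more, whatever share of single replicates reach that level; inconclusive = mean inhibition below 30% while every single replicate reaches 30%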;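 also: absorbance from insulin aggregation driven by PDI reduction with DTT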
# Target sequence (P07237 whole entry, looked up): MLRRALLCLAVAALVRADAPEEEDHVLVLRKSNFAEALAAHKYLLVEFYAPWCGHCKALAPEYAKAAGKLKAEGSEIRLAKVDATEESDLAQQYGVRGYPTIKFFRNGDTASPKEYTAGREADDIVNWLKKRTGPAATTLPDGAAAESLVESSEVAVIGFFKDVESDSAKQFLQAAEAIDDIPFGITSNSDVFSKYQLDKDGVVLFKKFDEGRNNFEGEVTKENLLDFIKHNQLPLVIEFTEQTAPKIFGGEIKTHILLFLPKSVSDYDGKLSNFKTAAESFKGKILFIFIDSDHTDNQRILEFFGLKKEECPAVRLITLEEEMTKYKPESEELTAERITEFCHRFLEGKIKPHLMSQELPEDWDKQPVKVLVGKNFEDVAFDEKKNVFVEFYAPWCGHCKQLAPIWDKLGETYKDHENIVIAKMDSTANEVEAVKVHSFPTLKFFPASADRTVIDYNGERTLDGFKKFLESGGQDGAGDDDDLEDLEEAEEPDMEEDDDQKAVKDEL
# An asterisk follows results filed as active; ? = inconclusive; nt = no result given.
(1) C=CCN1C(=O)C(Cc2ccc(OC)cc2)S/C1=N/N=C/c1ccco1 (configuration not stated)
(2) FC(F)(F)c1cccnc1N1CCN(c2ncnc3nc[nH]c23)CC1
(3) Cc1cc2oc(=O)cc(-c3ccccc3)c2c(C)c1-c1ccc(O)cc1
(4) O=C(CNC(=O)C12CC3CC(CC(C3)C1)C2)N1CCN(S(=O)(=O)/C=C/c2ccccc2)CC1
(5) COc1cccc(Oc2ccc(N)cn2)c1
(6) CC(C)CC(=O)NC1(C(F)(F)F)C(=O)Nc2c1c(=O)[nH]c(=O)n2Cc1ccco1 (configuration not stated)
Compound,1,2,3,4,5,6
Vif imaging,4,-1,-1,-3,7,4
CF NFkB block,1,38,42,-6,-13,-6
TRPM1 prom inh,-10,6,10,9,9,3
NR2E3 ag-1,-1,1,nt,-4,-1,-3
NR2E3 ag-2,2,-4,2,-3,-5,-14
Peg3 promoter,5,-4,-24,23,-1,2
KKLEB tox,8,-8,-14,2,-4,5
HIF-2a block,-9,1,16,17,-26,10
Shn3 3UTR inh,13,2,-8,33,-4,-6
CaV13 FRET inh,-8,-6,-6,nt,-6,-2
PDI inh,-1,0,-1,-15,2,6

(7) CC[C@@H]1CCCCc2ccccc2[C@@H](C(=O)C[C@H](O)CC(C)=O)OC1=O
(8) CCOc1ccccc1NC(=O)C(C)N1C(=O)c2ccccc2S1(=O)=O (configuration not stated)
(9) CNC(=O)N(C1=NCC(C)(C)S1)c1ccc(F)c(Cl)c1
(10) Cc1cc(Br)c(NC(=O)CN(C)CCOc2ccccc2)c(Br)c1
(11) CC(=O)c1ccc(OCCCC(=O)NNC(=O)c2ccccn2)cc1
(12) O=C(O)/C=C/C(=O)N1CCN(S(=O)(=O)c2cccc(C(F)(F)F)c2)CC1
Compound,7,8,9,10,11,12
Vif imaging,1,-4,-4,0,-7,2
CF NFkB block,18,-13,40,6,9,-10
TRPM1 prom inh,2,-8,-8,-15,2,2
NR2E3 ag-1,nt,-6,6,2,-1,1
NR2E3 ag-2,-17,1,-19,-13,-1,4
Peg3 promoter,-2,-4,24,-23,13,13
KKLEB tox,-2,2,-30,3,3,7
HIF-2a block,0,0,11,-64,7,15
Shn3 3UTR inh,2,16,0,-24,83,0
CaV13 FRET inh,-6,-5,-10,-8,-16,-2
PDI inh,1,-2,nt,-3,-2,0

(13) O=C(/C=C\c1ccco1)Nc1cc([N+](=O)[O-])ccc1F
(14) COCCN(C(=O)COC(=O)CSc1ccc(Cl)cc1)c1c(N)n(CC(C)C)c(=O)[nH]c1=O
(15) Cc1ccc(C(=O)N2CCCC(c3ccc(Cl)cc3)=N2)cc1
(16) Cc1ccc(CN2CCN(C(=O)CCC(=O)Nc3nnc(C(C)C)s3)CC2)c(C)c1
(17) Cc1ccccc1CCNC(=O)C1CCC(=O)N(Cc2ccc(Cl)cc2)C1 (configuration not stated)
(18) CCc1nc(SCC(=O)Nc2cc(C)ccc2OC)c2c(C)c(C)sc2n1
Compound,13,14,15,16,17,18
Vif imaging,64*,19,4,-7,2,-19
CF NFkB block,46,8,7,-16,-4,19
TRPM1 prom inh,56,3,-17,14,-5,5
NR2E3 ag-1,-1,nt,0,0,3,-2
NR2E3 ag-2,-22,-6,-17,-6,-24,-26
Peg3 promoter,-69,4,8,-3,0,12
KKLEB tox,-18,-21,-4,-1,-4,-1
HIF-2a block,-23,6,-17,8,-7,22
Shn3 3UTR inh,-4,-24,4,23,-11,23
CaV13 FRET inh,-7,-1,-10,-4,-4,-4
PDI inh,25,-2,-7,-7,-2,-7

(19) CNc1ccccc1C(=O)OCC(=O)N(CCOC)c1c(N)n(CC(C)C)c(=O)[nH]c1=O
(20) O=C(Cc1ccccc1)Nc1nnc(SCC(=O)NC2CCCC2)s1
(21) COc1ccccc1C(=O)Nc1nnc([C@H]2C[C@H](O)[C@@H](CO)O2)s1
(22) O=C(CSc1nnc(COc2ccc(Cl)cc2)n1Cc1ccco1)N1CCNC1=O
(23) O=C(O)c1cccc(NS(=O)(=O)c2cccc(C(=O)Nc3ccccc3[N+](=O)[O-])c2)c1
(24) CCOc1ccc(CCNC(=O)COC(=O)C2CCN(c3ccc(C(F)(F)F)cn3)CC2)cc1OCC
Compound,19,20,21,22,23,24
Vif imaging,-16,-2,10,-6,-3,8
CF NFkB block,-13,29,16,1,-7,7
TRPM1 prom inh,3,8,nt,-1,1,2
NR2E3 ag-1,-1,1,nt,nt,1,-2
NR2E3 ag-2,-8,-3,-1,-14,-11,1
Peg3 promoter,10,10,-7,7,8,-11
KKLEB tox,6,-16,-6,8,-3,2
HIF-2a block,20,12,1,15,19,10
Shn3 3UTR inh,-40,3,-8,-19,11,-21
CaV13 FRET inh,-7,-7,-6,-2,7,-7
PDI inh,1,5,3,3,-2,7

(25) NC(=O)c1ncn([C@@H]2O[C@H](CNCc3cnc(N4CCOCC4)s3)[C@@H](O)[C@H]2O)n1
(26) COc1ccc(C(=O)NCCCSC)cc1OC1CCN(C(C)C)CC1
(27) Cc1cc(C)nc(Oc2ccc(Br)cc2)n1
(28) Cc1ccc(S(=O)(=O)N(C)C)cc1NC(=O)COC(=O)c1ccc(Cl)cc1
(29) CCN(CC)CCN(C(=O)/C=C/c1cccs1)c1nc2ccc(OC)cc2s1
(30) Cc1ccc(CN2CCNC2=O)cc1
Compound,25,26,27,28,29,30
Vif imaging,nt,-8,8,-1,5,-18
CF NFkB block,-11,-16,10,5,3,3
TRPM1 prom inh,5,-13,-18,11,-5,2
NR2E3 ag-1,nt,-1,0,-3,nt,-1
NR2E3 ag-2,-19,13,-17,4,-24,11
Peg3 promoter,5,13,-24,8,12,6
KKLEB tox,13,1,-11,-4,3,8
HIF-2a block,5,-6,2,11,0,0
Shn3 3UTR inh,-3,1,-1,-4,26,-15
CaV13 FRET inh,-11,-20,-14,-1,-15,-6
PDI inh,-3,0,2,0,-2,4

(31) CSc1cccc(NC(=S)N(CCC(C)C)C2CCN(C(C)C)CC2)c1
(32) Cc1cc(N2CCN(C)CC2)nc2ccc(NC(=S)N3CCC4(CC3)OCCO4)cc12
(33) C[C@@H]1CN([C@H](C)CO)C(=O)c2cc(NC(=O)Nc3ccc(F)cc3)ccc2O[C@H]1CN(C)C(=O)Nc1ccc(C(F)(F)F)cc1
(34) CC(=O)Nc1cccc(-c2csc(NCc3ccccc3)n2)c1
(35) Cc1ccc(-c2cc(-c3nnc(SCC(=O)NCC(C)C)n3N)c3ccccc3n2)cc1
(36) O=C(CCC(=O)OCC(=O)c1ccc(-c2ccccc2)cc1)Nc1cccc(Cl)c1
Compound,31,32,33,34,35,36
Vif imaging,-3,-5,nt,7,-8,0
CF NFkB block,8,-9,0,4,-4,16
TRPM1 prom inh,12,-9,9,-20,4,-5
NR2E3 ag-1,-2,0,nt,4,0,2
NR2E3 ag-2,-23,-10,21,-42,-26,6
Peg3 promoter,11,2,4,-50,-48,2
KKLEB tox,7,4,12,1,0,-10
HIF-2a block,20,8,9,-106,-78,-1
Shn3 3UTR inh,4,14,-7,-11,-4,-12
CaV13 FRET inh,-3,-22,nt,-6,nt,-3
PDI inh,11,2,9,9,3,-11

(37) O=C(Nc1ccccc1C(=O)N1CCOCC1)C1COc2ccccc2O1 (configuration not stated)
(38) Cc1ccc(Nc2nc(N)nc(-c3oc4ccccc4c3C)n2)cc1
(39) O=C(O)c1cc2c(cc1Br)OCCCO2
(40) CCc1cc(=O)oc2cc(OCc3ccc(C(=O)O)o3)ccc12
(41) CCCCC(=O)NC(=S)Nc1cccc(NC(=O)CC)c1
(42) O=C1CC(Cc2ccccc2)C(=O)N1c1ccccn1 (configuration not stated)
Compound,37,38,39,40,41,42
Vif imaging,0,28,-5,-11,-6,4
CF NFkB block,3,36,-3,-4,-8,3
TRPM1 prom inh,7,-13,1,-3,14,-15
NR2E3 ag-1,0,0,1,1,-5,0
NR2E3 ag-2,-12,-66,22,-56,-5,1
Peg3 promoter,11,-217,-3,-39,-5,-4
KKLEB tox,10,-1,-5,-1,-8,2
HIF-2a block,10,-361,15,-15,-28,8
Shn3 3UTR inh,-28,-70,-10,-12,-18,5
CaV13 FRET inh,-7,nt,-5,-17,10,8
PDI inh,19,4,10,3,1,-3

# Among those listed so far, 6 contain an aryl methoxy group:
(1) C=CCN1C(=O)C(Cc2ccc(OC)cc2)S/C1=N/N=C/c1ccco1 (configuration not stated)
(5) COc1cccc(Oc2ccc(N)cn2)c1
(18) CCc1nc(SCC(=O)Nc2cc(C)ccc2OC)c2c(C)c(C)sc2n1
(21) COc1ccccc1C(=O)Nc1nnc([C@H]2C[C@H](O)[C@@H](CO)O2)s1
(26) COc1ccc(C(=O)NCCCSC)cc1OC1CCN(C(C)C)CC1
(29) CCN(CC)CCN(C(=O)/C=C/c1cccs1)c1nc2ccc(OC)cc2s1
Compound,1,5,18,21,26,29
Vif imaging,4,7,-19,10,-8,5
CF NFkB block,1,-13,19,16,-16,3
TRPM1 prom inh,-10,9,5,nt,-13,-5
NR2E3 ag-1,-1,-1,-2,nt,-1,nt
NR2E3 ag-2,2,-5,-26,-1,13,-24
Peg3 promoter,5,-1,12,-7,13,12
KKLEB tox,8,-4,-1,-6,1,3
HIF-2a block,-9,-26,22,1,-6,0
Shn3 3UTR inh,13,-4,23,-8,1,26
CaV13 FRET inh,-8,-6,-4,-6,-20,-15
PDI inh,-1,2,-7,3,0,-2

# Continuation:
(43) COc1cc(CNc2cccc(C(=O)O)c2)cc(Br)c1OCC(=O)NC(C)(C)C
(44) Cc1cc(NC(=O)CCC(=O)N(Cc2ccco2)C(C(=O)NC2CCCCC2)c2ccccc2)no1 (configuration not stated)
(45) Cc1ccn(CCC(=O)N2CCCC(N3CCN(c4ccccc4C)CC3)C2)n1 (configuration not stated)
(46) O=C(Nc1ccccc1Cl)c1ccc(S(=O)(=O)N2CCOCC2)cc1
(47) Cc1cccc(NC(=O)c2c(O)c3ccccc3[nH]c2=O)c1
(48) COC(=O)C(C(=O)OC)C(C(=O)OC)C(C(=O)OC)C(=O)OC
(49) O=C(Nc1ccccc1)C1=C[C@@H](c2ccc(C(F)(F)F)cc2)C[C@@H](OCc2ccc(CO)cc2)O1
(50) O=c1c2ccc(F)cc2sn1-c1ccccc1
Compound,43,44,45,46,47,48,49,50
Vif imaging,-7,?,-10,0,2,14,14,-9
CF NFkB block,-4,2,-24,8,-5,-3,6,54*
TRPM1 prom inh,16,3,nt,nt,-96,-7,-1,nt
NR2E3 ag-1,-2,1,nt,9,-1,3,0,nt
NR2E3 ag-2,19,-21,20,19,-32,-21,9,-20
Peg3 promoter,8,2,0,13,-229,-3,-7,-95
KKLEB tox,12,0,4,-8,-3,3,-2,5
HIF-2a block,8,15,0,-24,-229,0,-79,-47
Shn3 3UTR inh,-4,5,6,10,-33,-19,40,-26
CaV13 FRET inh,-5,nt,-10,-7,-21,0,-11,-6
PDI inh,5,-2,0,-1,2,10,-3,-1
